Cav32 inh: Cav3.2 calcium influx blockers – cell-based, Fluo-4 calcium fluorescence, FDSS, MLSMR library, primary screen; Cav3.2-expressing cells; stronger effect = lower value; 100,000 tested, 4% active; Voltage-dependent T-type calcium channel subunit alpha-1H (Homo sapiens), O95180; B-score at 10 µM; AID 449739, 2010;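 active means single-dose well whose peak fluorescence ratio is a statistical outlier from its plate by either plate-standardised score or position-corrected B-score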
An asterisk follows results filed as active. Some of the compounds tested, so the mix of outcomes need not match the whole.

Cav32 inh	smiles
0.036	COC(=O)c1ccc(NC(=O)Nc2ccc(C)cc2)cc1
-0.47	Cc1ccc2[nH]c3c(c2c1)CN(C(=O)CN(C)CC1OCCO1)CC3
-0.42	CC(C)(C)c1ccc(C(=O)Nc2ccc(N3CCOCC3)cc2)cc1
-0.32	CCCCCC(=O)Nc1nc(C)c(-c2csc(Nc3ccccc3OC)n2)s1
0.36	CCC1ON(C(C)C)C2c3nc4ccccc4n3CC12 (stereo not given)
-1.1	Cc1c(NC(=O)CC(O)(C(F)(F)F)C(F)(F)F)c(=O)n(-c2ccccc2)n1C
0.27	O=C(O)c1ccc(COc2ccc(CO)cc2Cl)cc1
0.95	CCc1ccccc1NC(=O)CN(C)S(=O)(=O)c1ccc2c(c1)c(=O)n(C)c(=O)n2C
-0.74	OCCCc1nc2n(n1)C(c1ccccc1)C=C(c1ccccc1)N2 (stereo not given)
-0.14	Cc1noc(NS(=O)(=O)c2ccc(NC(=O)CSc3nc4c(cc3C#N)CCCC4)cc2)c1C
-0.38	COc1ccc(Oc2nc3ccccc3n(C)c2=O)cc1
0.21	O=C1NC(c2ccccc2)C(C(=O)c2cccs2)=C1O (stereo not given)
0.1	COc1ccc(N(CC(=O)NN=C2CCCCCCC2)S(=O)(=O)c2ccccc2)cc1
0.49	Cc1cc(C)c2[nH]c(=O)c(CN(C(=O)C3CCCO3)C3CCCC3)cc2c1 (stereo not given)
0.32	CCOc1cc(CNCC2CCCO2)cc(Br)c1OCC(N)=O (stereo not given)
-3.5	Cc1ccccc1-c1nnc(SCc2ccc(F)cc2)o1
0.026	Cc1ccc(C(=O)Nc2onc(C)c2C#N)cc1
-2.4	O=C(c1ccccc1)N1CCN(c2ccc(NCc3ccc4c(c3)OCO4)cc2)CC1
1.1	C[C@H]1CCC[C@]2(O[C@@H](CCO)C[C@@H](O)[C@@H]2O)O1
-2.7	CC(C)NC(=O)NC(=O)CSc1nnc(COc2ccccc2F)n1C(C)C1CC2CCC1C2 (stereo not given)
-0.19	CC1CCC2(CC1)SCC(=O)N2c1ccccc1 (stereo not given)
-0.61	O=c1oc2ccccc2n1Cn1c(=O)oc2ccccc21
1	Cc1ccccc1C(O)c1ccncc1 (stereo not given)
0.15	C1=C(c2ccccc2)N2CCN=C2S1
-3.7	O=C(NNC(=S)NC(=O)c1ccccc1[N+](=O)[O-])c1ccccc1

The list goes on (4 carried over from the part before).
Cav32 inh	smiles
-0.61	O=c1oc2ccccc2n1Cn1c(=O)oc2ccccc21
1	Cc1ccccc1C(O)c1ccncc1 (stereo not given)
0.15	C1=C(c2ccccc2)N2CCN=C2S1
-3.7	O=C(NNC(=S)NC(=O)c1ccccc1[N+](=O)[O-])c1ccccc1
1.6	CC1=C(C(=O)Nc2cccnc2)C(c2ccc3c(c2)OCO3)C2=C(CCCC2=O)N1 (stereo not given)
0.7	Cc1nnc(NC(=O)CSc2nnc(CNC(=O)c3ccccc3)n2-c2ccccc2)s1
-0.1	CCC(CC)C(=O)NCCc1ccc(S(N)(=O)=O)cc1
1	CCC(Sc1ccc(C(=O)O)cc1)C(=O)O (stereo not given)
-0.81	C=CCNC(=O)c1ccc2c3n(nc2c1)-c1ccc(Cl)cc1CO3
0.027	CCC(C)NC(=O)CC(c1ccc(OC)cc1)n1cccc1 (stereo not given)
-3.9*	CCCC(=O)Nc1cc(C)c2c(=O)oc3ccccc3c2n1
-0.74	CC1(c2nnc(-c3ccccc3)o2)CC(c2ccc(Cl)cc2)=NO1 (stereo not given)
0.68	CC(=O)Nc1ccc(SC(C)C(=O)NC(N)=O)cc1 (stereo not given)
-4.3*	Cc1cc(C)c(NC(=O)c2ccc(CN3CCc4ccccc4C3)cc2)c(C)c1
-1.7	O=C(COc1ccc(Cl)cc1)Nc1ccc(Cl)cn1
-1.5	COc1cc2c(c(OC)c1OC)-c1c(cc3c(c1O)OCO3)C[C@@H](C)[C@@H](C)C2
-0.7	CCCCCCn1c(SCCCC)nc2c1c(=O)[nH]c(=O)n2C
-0.58	CC(C)CNC(=O)c1ccccc1Oc1ccccc1
1.5	CN(C)CC(C)(C)NS(=O)(=O)c1ccc(Cl)cc1
-0.095	O=C(CSc1ncn[nH]1)N1CCN(S(=O)(=O)c2ccc(Cl)cc2)CC1
-5	Cc1ccc(-c2oc3ncnc(N)c3c2-c2ccc(C)cc2)cc1
-0.77	Cc1cccc(OCC(=O)NC(=S)Nc2ccc(S(=O)(=O)NC3CCCCC3)cc2)c1
-0.23	CCOC(=O)N1CCN(C(=O)CSCC(=O)N=c2sc3ccccc3n2C)CC1
-2.2	COc1ccc2nc(NC(=O)c3cc(S(=O)(=O)N4CCOCC4)ccc3C)sc2c1
-0.62	CC1(C)CC(=O)C(C=NCCc2ccccn2)=C(O)C1
0.37	CCCCOC(=O)C1C2C=C[C@]3(CN(C(C)c4ccc(OC)cc4)C(=O)[C@H]13)O2 (stereo not given in full)
-1.4	CC(=O)Nc1ccc(S(=O)(=O)N2CCN(c3ccccn3)CC2)cc1
-0.2	C=C(c1ccc(OCCO)cc1)c1ccc(OCCO)cc1
-1	Cc1cccc(NC(=O)N(Cc2nc3ccccc3c(=O)[nH]2)C2CCCC2)c1
1.4	CC1=NN(Cc2ccccc2)C(=O)C1C(c1ccccc1)C(C#N)C#N (stereo not given)
-0.3	CC1=CCP(=O)(c2ccccc2)C1 (stereo not given)
-0.014	O=C(CNC(=O)c1ccc(Cl)cc1Cl)NCC(=O)Nc1ccccc1N1CCOCC1
-0.22	Cc1ccc(C)c2nc(N3CCCC3)c(C#N)cc12
-1.4	C=CCNc1nc(-c2ccc(Cl)cc2)cs1
0.12	CC(NC(=O)CN(C)Cc1nc2ccccc2c(=O)[nH]1)c1ccccc1 (stereo not given)
2.1	Cc1nc2ncnn2c(C)c1CCC(=O)N1CCc2ccccc21
0.35	CCCCSc1nc(CCC)cc(=O)[nH]1
0.43	COC(=O)CSCc1nc2ccccc2[nH]c1=O
-2.1	Cc1cc(S(=O)(=O)Nc2ccccc2C(=O)O)ccc1Cl
-0.036	CCN(CC)CCNC(=O)c1ccccc1C(=O)c1ncc[nH]1
-0.5	NC(=O)C1CCN(C(c2ccccc2F)c2nnnn2Cc2ccco2)CC1 (stereo not given)
-0.44	CN1C(C(=O)NCc2cccc(C(F)(F)F)c2)CC2Cn3c(nc4cc(Cl)c(Cl)cc43)C21 (stereo not given)
0.91	COc1ccc(/C(=N/O)C(C)(C)NO)cc1
1	Nc1cccnc1Sc1cccc(Cl)c1
-0.33	COC(=O)Cn1nc(-c2ccccc2)c2ccccc21
0.28	CC(C)(C)c1nnc(NS(C)(=O)=O)s1
-0.33	Cc1ccc(NS(=O)(=O)c2ccc3c(c2)oc(=O)n3C)cc1F
0.28	CS(=O)(=O)N(CC(=O)N1CCCCCC1)c1ccc2c(c1)OCCO2
-0.26	COc1ccc(-c2[nH]ncc2/C=C(/C#N)C(=O)NC2CCCCC2)cc1
-0.016	CC(=O)Nc1ccc(N2C(=O)CC(N3CC(C)OC(C)C3)C2=O)cc1 (stereo not given)
-1.1	CCC(C)[C@H]1CNC(=S)N1CCc1cc(C(F)(F)F)cc(C(F)(F)F)c1 (stereo not given in full)
-0.61	O=C(Nc1ccc(Br)cc1)C1CCC(=O)N1Cc1ccccc1Cl (stereo not given)
-0.35	CC12C=CC3(CN(Cc4ccccc4)C(=O)C3C1C(=O)NCc1ccco1)O2 (stereo not given)
-3.8	Cc1ccnc(NC(=O)CCC2CCCCC2)c1

Next part.
Cav32 inh	smiles
1.1	COc1ccc(-c2nc(SC)n(C(=O)c3ccco3)n2)cc1
0.67	O=c1c2cn[nH]c2[nH]c(=S)n1-c1ccccc1
0.43	NCCCC[C@H]1CN=C(N)N1CCc1cccc2ccccc12
-1	Cc1ccc(S(=O)(=O)NC2=NCN(CCOC(=O)c3ccccc3)CN2)cc1
0.47	Cc1cccc(OCc2nnc(SCC(=O)N3CCc4ccccc43)n2C)c1
-0.31	CCOC(=O)c1sc(NC(=O)CSc2ncccn2)c(C#N)c1C
0.29	O=C1c2ccccc2C(=O)c2c1cccc2N1CCN(CCO)CC1
-0.46	CCSc1nnc(NC(=O)CSc2nnc(Cc3cccn3C)n2CCc2ccccc2)s1
0.67	CCOc1ccc(-n2c(SC)nc3c(c2=O)SCC3)cc1
-0.33	CC(C)OC(=O)CC(=O)c1sc2nc3c(cc2c1N)CN(C)CC3
-0.55	CCCCOc1ccc(CNC(=S)N/N=C/c2ccc(OC)c(OC)c2)cc1
-4.1*	Cc1onc(-c2ccccc2Cl)c1C(=O)Nc1ccc(F)c(F)c1
1.6	O=C(Cn1ncc2c(=O)oc3ccccc3c21)N1CCc2ccccc2C1
-0.17	NC(=S)NNc1cc(Cl)cc(Cl)c1
-1.8	CCc1nc(SCC(=O)Nc2cc(C)on2)c2c(=O)n(C)c(=O)n(C)c2n1
-1.8	Cn1c(C(=O)N(Cc2ccccc2)Cc2cccs2)cc2sccc21
-2.4	Cc1ccc(S(=O)(=O)N2CCN(CC(=O)NC3CCCc4ccccc43)CC2)c(C)c1 (stereo not given)
-0.86	COc1ccc(NC(=O)Nc2nnc(C(C)C)s2)cc1
-0.76	C[C@H]1C=C(C(=O)NCc2nc3ccccc3[nH]2)O[C@@H](OCc2ccc(CO)cc2)C1
1.7	Cc1ccc2oc(=O)c3cnn(CC(=O)N(CCCN4CCOCC4)Cc4ccco4)c3c2c1
-0.73	COc1ccc(C)cc1NC(=O)C(=O)NNC(=O)c1ccco1
0.27	COCCNC(=O)c1onc(CSc2ccncc2)c1C(=O)NCCOC
0.56	COc1ccc(C(=O)N2CCN=C2c2ccccc2)cc1OC
1.6	CCCC(=O)Nc1ccc(NC(=O)c2cccc(OC)c2)nc1
0.21	CN1C(=O)c2ccccc2C(C(=O)NCc2ccco2)C1c1c[nH]c2ccccc12 (stereo not given)
0.9	COc1ccc(N2CCN(C(=O)CSc3nc4c(c(=O)n(C)c(=O)n4C)n3C(C)C)CC2)cc1
1.7	CCCSc1ncc(Cl)c(C(=O)Nc2ccc(S(=O)(=O)N3CC(C)OC(C)C3)cc2)n1 (stereo not given)
-0.23	CCCn1nc(C(=O)NCCc2ccc(S(N)(=O)=O)cc2)c2ccccc2c1=O
0.042	N#Cc1ccc(-c2ccccc2)nc1Sc1ccc(F)cc1
-0.23	CCN(CCCNC(=O)C1CCC(=O)N1C(C)C)c1cccc(C)c1 (stereo not given)
0.21	CCC(=O)Nc1cccc(NC(=O)COc2ccc(OC)cc2)c1
-1.1	CC(C)(C)N1CC(c2nc3ccccc3n2Cc2ccc(Cl)cc2)CC1=O (stereo not given)
-0.13	O=S1(=O)N=C(Oc2cccc3ccccc23)c2ccccc21
-4.2	O=C(O)CCC(=O)N1CCc2cc(S(=O)(=O)NC3CCCC3)ccc21
0.3	CCCCCC(C)NC(=O)c1ccoc1C (stereo not given)
0.66	CCC(C(=O)N1CCc2ccccc2C1)n1nc(C)n2c(cc3occc32)c1=O (stereo not given)
0.068	O=C1NC(=O)C2C3c4ccccc4C(c4ccccc43)C12 (stereo not given)
-0.14	CCc1ccc(N2CC(C(=O)OCC(=O)Nc3cc(C)on3)CC2=O)cc1 (stereo not given)
-0.47	O=C(COC(=O)CCCSc1nc2ccccc2[nH]1)NC(=O)NC1CCCC1
0.27	O=c1c2ccccc2nnn1CSc1ncnc2ccccc12
0.22	NC(=O)[C@@H]1CCCNc2c(I)cc([N+](=O)[O-])cc2C(=O)N[C@@H](CO)C(=O)N[C@@H](Cc2ccc(O)cc2)C(=O)N1
0.24	O=C1CC(C(=O)N(c2ccc(F)cc2)C(C(=O)NC2CCCC2)c2ccccn2)CS1 (stereo not given)
2.2	Cc1cc(C)n(C(=O)CNC(=O)Cc2ccccc2)n1
-0.49	O=c1c2c3c(sc2nc2n1CCCCC2)CCCC3
1.5	CC(=O)n1nc(-c2ccc(Cl)cc2)nc1NCc1ccco1
-0.95	Cc1ccc(/C=C/c2nc3ccccc3s2)s1
-0.29	Cc1ccc(S(=O)(=O)NCC(C)NS(C)(=O)=O)cc1 (stereo not given)
-0.07	Cc1ccccc1C(=O)N1CCc2ccccc2C1
0.018	Cc1ccc(C(=O)C(C)OC(=O)c2cc3cc([N+](=O)[O-])ccc3oc2=O)cc1 (stereo not given)
0.53	CCCCc1[nH]c(=O)c(C#N)c2c1CCCC2

Part of the list above in order of formula weight, smallest number first:
Cav32 inh	smiles
0.3	CCCCCC(C)NC(=O)c1ccoc1C (stereo not given)
-0.49	O=c1c2c3c(sc2nc2n1CCCCC2)CCCC3
0.068	O=C1NC(=O)C2C3c4ccccc4C(c4ccccc43)C12 (stereo not given)
1.5	CC(=O)n1nc(-c2ccc(Cl)cc2)nc1NCc1ccco1
-0.14	CCc1ccc(N2CC(C(=O)OCC(=O)Nc3cc(C)on3)CC2=O)cc1 (stereo not given)
0.018	Cc1ccc(C(=O)C(C)OC(=O)c2cc3cc([N+](=O)[O-])ccc3oc2=O)cc1 (stereo not given)
1.7	CCCSc1ncc(Cl)c(C(=O)Nc2ccc(S(=O)(=O)N3CC(C)OC(C)C3)cc2)n1 (stereo not given)

Next part
Cav32 inh	smiles
-1.4	C[C@]12C(=O)N(c3ccc(Cl)cc3)C(=O)N1[C@@H]1c3ccccc3OC[C@@H]1[C@H]2c1ccccc1
-3	CCCCCCOC(=O)C(C#N)c1nc2ccccc2nc1N1CCN(CC)CC1 (stereo not given)
-0.48	Cc1noc(C)c1C(=O)Nc1ccccn1
-0.083	Cc1c(C(=O)NCC(C)C)sc2nc(-c3ccc(F)cc3)cn12
0.31	O=C(COC(=O)Cc1ccc(S(=O)(=O)N2CCOCC2)s1)NCc1ccccc1
0.4	CC(C)(C)NC(=O)NC(=O)COC(=O)C1CC(=O)N(Cc2ccccc2)C1 (stereo not given)
0.16	COc1cc(C2NC(C(=O)O)CS2)ccc1OCc1ccccc1C#N (stereo not given)

Arranged by value in Cav32 inh (largest number first): some entries from above.
Cav32 inh	smiles
-0.016	CC(=O)Nc1ccc(N2C(=O)CC(N3CC(C)OC(C)C3)C2=O)cc1 (stereo not given)
-0.86	COc1ccc(NC(=O)Nc2nnc(C(C)C)s2)cc1
-1.8	CCc1nc(SCC(=O)Nc2cc(C)on2)c2c(=O)n(C)c(=O)n(C)c2n1
